From PubChem
Ecoli tolC = blocks growth of E. coli BW25113 tolC mutant | OD615 | growth inhibition, % at 10 µM (by protocol) | AID 573 | 2.2% of 65,000 active;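 active = growth inhibition at or above a cutoff equal to the mean over every tested compound plus 3 SD, cut at about 60% in these data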;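 note: growth measured after 20 h incubation at 37 °C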
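Test system: E. coli BW25113 ΔtolC::kan bacteria; incubation: 37 °C, 20 h exposure; medium: LB broth supplemented with 50 µg/mL kanamycin; read-out basis: percent growth inhibition; signal: A615 absorbance measurement; compound: 10 µM final, single dose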
HTR1E agonist = agonists of human 5-HT1E serotonin receptor | P28566 | CHO 5-HT1E Ga15 NFAT-bla reporter, FRET; 0% DMSO wells, 100% control agonist wells | activation, % at 6 µM | 0.69% of 65,000 active | AID 574;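 active = activation above a set limit, the screen-wide mean activation plus 3 SD, cut at about 8.5% in these data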;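 note: 100% = positive control agonist at 1 µM giving full maximal response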
Target sequence (P28566 whole entry, looked up): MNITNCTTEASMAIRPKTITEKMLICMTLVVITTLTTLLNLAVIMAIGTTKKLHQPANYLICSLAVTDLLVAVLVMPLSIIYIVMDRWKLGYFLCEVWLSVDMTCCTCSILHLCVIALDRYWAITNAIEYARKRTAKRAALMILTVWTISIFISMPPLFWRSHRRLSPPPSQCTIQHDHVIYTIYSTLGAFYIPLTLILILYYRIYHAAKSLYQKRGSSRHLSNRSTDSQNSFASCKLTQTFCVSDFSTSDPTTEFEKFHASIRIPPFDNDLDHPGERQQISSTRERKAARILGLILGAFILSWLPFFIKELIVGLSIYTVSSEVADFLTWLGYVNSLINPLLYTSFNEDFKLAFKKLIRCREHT
HTR1E antagonist = blocks the human 5-HT1E serotonin receptor; P28566; CHO 5-HT1E Ga15 NFAT-bla reporter, FRET, antagonist; inhibition, % at 6 µM; 0.99% of 65,000 active;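 active = inhibition above a set limit, the mean inhibition across every tested compound plus 3 SD, cut at about 29% in these data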;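 note: signal is the 460 over 535 nm emission ratio of beta-lactamase substrate; 0% = agonist plus DMSO wells and 100% = wells without agonist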
S1P3 agonist = agonists of human S1P3 receptor; Q99500; S1P3 NFAT-BLA reporter cells, agonism, FRET ratio; relative to 1 µM S1P, basal subtracted; activation, % at 4.5 µM; 0.1% of 60,000 active; AID 373;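 active = activation above the screen-wide mean plus 3 SD, cut at about 4.5% in these data, passing the limit was not always enough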; note: some compounds called inactive have numbers as strong as hits
Target sequence (Q99500 whole entry, looked up): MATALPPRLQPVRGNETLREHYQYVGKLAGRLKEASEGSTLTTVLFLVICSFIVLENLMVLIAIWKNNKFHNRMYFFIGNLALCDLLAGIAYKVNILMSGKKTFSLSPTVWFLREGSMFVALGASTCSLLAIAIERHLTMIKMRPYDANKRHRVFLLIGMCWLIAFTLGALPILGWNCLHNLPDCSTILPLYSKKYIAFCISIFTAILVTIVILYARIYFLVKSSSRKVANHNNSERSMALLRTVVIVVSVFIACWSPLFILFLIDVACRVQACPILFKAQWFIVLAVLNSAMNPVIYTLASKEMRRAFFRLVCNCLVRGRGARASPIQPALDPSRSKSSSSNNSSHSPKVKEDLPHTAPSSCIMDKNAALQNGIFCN
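Assay system: stable CHO line with human S1P3, Gα16, NFAT-BLA reporter; Detection: FRET β-lactamase substrate fluorescence, excitation 405 nm, 460/535 nm emission ratio, background-subtracted; Read-out: percent activation versus median 1 µM S1P response, basal-subtracted, per plate; Incubation: cells plated overnight, compound 4 h 37 °C, substrate 2 h RT.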
SF1 activator = activators of human nuclear receptor SF-1; Q13285; CHO-K1 Gal4-SF-1 LBD luciferase reporter; % increase over DMSO SF-1-specific signal; activation, % at 10 µM; 1.9% of 65,000 active; AID 522;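 active = activation above the mean activation of all tested compounds plus 3 SD, cut at about 50% in these data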
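Compound – one dose, 10 µM compound, 1% DMSO · Test system – transient Gal4-SF-1 LBD reporter, CHO-K1 · Input – 4,000 cells in each well · Read-out basis – percent activation relative to DMSO median and mock-transfected background · Replicates – single measurement per compound · Technique – steady-glow luciferase luminescence, read after 15 min reagent incubation · Timing – 20 h compound treatment, 37 °C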
5-HT1A blocker = 5-HT1a (human) receptor antagonism. P08908. CHO 5-HT1a Ga15 NFAT-bla reporter, antagonist mode. 0.68% of 62,000 active. inhibition, % at 10 µM. AID 612;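 active = inhibition above the mean of all tested compounds plus 3 SD, cut at about 43% in these data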;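 note: receptor stimulated by 5-CT agonist at 100 nM near EC80; beta-lactamase reporter measured by ratiometric fluorescence of a cleavable substrate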
RORA act = activates the human nuclear receptor RORA; P35398; CHO-K1 Gal4-RORA LBD luciferase reporter, luminescence; percent increase over mock-subtracted basal signal; activation, % at 10 µM; 1.5% of 65,000 active; AID 560;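 active = activation above the mean of all tested compounds plus 3 SD, cut at about 49% in these data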;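 note: 0% = DMSO-treated RORA cells and 100% = added signal equal to DMSO minus mock-transfected cells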
AP ELISA ortho = orthogonal test for alternative complement pathway inhibitors; inhibition, % at 5 µM; 0.08% of 62,000 active; Human serum alternative complement pathway, LPS-coated ELISA, C3 deposition; tested in compound mixtures; AID 1235;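 active = inhibition above 30% in each of the two pooled mixtures holding the compound, so the lower value exceeds 30%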;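 note: 0% = serum in Mg-EGTA without compound and 100% = EDTA serum blank; some compounds past the cut are filed as inactive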
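Assay system: Human serum alternative complement pathway, C3 deposition on LPS-coated wells | Incubation: 1 h serum-compound exposure at 37 °C | Doses: 5 µM per compound in ten-compound mixtures | Read-out: Percent inhibition | Technique: ELISA with HRP anti-human C3 antibody, TMB substrate, absorbance 450 nm | Replication: Two pool placements per compound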
S1P1 ag-PAM = agonists and agonism potentiators of human S1P1 receptor | P21453 | S1P1 CRE-bla cells, forskolin, beta-lactamase FRET, potentiator mode; S1P1 agonist co-added at EC20, 2 nM; 100% = saturating reference agonist, 0% = basal | activation, % at 9.5 µM | 0.57% of 56,000 active;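 active = activation above a cutoff set at the mean activation of all tested compounds plus 3 SD, cut at about 54% in these data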;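 note: forskolin at 4 µM as EC80 and the EC20 agonist is SEW2871; 100% = SEW2871 at its EC100 plus forskolin at EC80; some compounds past the cut are filed as inactive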
Numbers without * were called inactive; nt = not tested or not shown.

Below each SMILES – Ecoli tolC	HTR1E agonist	HTR1E antagonist	S1P3 agonist	SF1 activator	5-HT1A blocker	RORA act	AP ELISA ortho	S1P1 ag-PAM
- Cc1nc(SCC(=O)N2CCOCC2)c2ccsc2n1
 : -8.6	-0.4	-0.8	-1.1	0.9	10.5	-26.9	12.0	3.2
- COc1ccc(CN2CCN(c3ccccn3)CC2)cc1OCc1ccccc1
 : 10.9	6.3	-1.8	0.7	2.7	14.0	-2.0	9.7	nt
- Cn1cccc1Cc1nnc(SCC(=O)NCC2CCCO2)n1-c1ccc(F)cc1 (centres undefined)
 : -4.9	0.9	-9.3	-0.1	-15.3	8.9	-3.4	12.2	-26.7
- CCOC(=O)c1c(NC(=O)CSc2n[nH]c(-c3ccco3)n2)sc(C)c1C
 : 44.1	-0.5	43.6*	-0.2	6.4	22.5	22.7	2.9	-2.1
- O=C(COc1ccccc1)NC1CCN(Cc2ccccc2)CC1
 : -7.8	0.1	4.4	-0.9	1.4	8.8	1.2	-5.4	3.5
- C=CCN=C(NC#N)SCCc1ccccc1
 : 1.8	0.6	5.5	1.7	9.8	nt	1.3	nt	5.1
- Cc1cc(C)n(-c2ccc(Cl)c(C(=O)O)n2)n1
 : -21.4	0.1	4.5	-0.1	-0.6	-12.6	-14.9	3.9	3.9
- CCOC(=O)N1CCN(C(=O)c2ccc3c(=O)n(Cc4ccc(Cl)cc4)c(=S)[nH]c3c2)CC1
 : 60.1	0.6	-7.9	nt	-9.8	2.1	-7.4	21.8	nt
- Cc1cc(C(=O)CNCc2ccco2)c(C)n1-c1ccc(F)cc1
 : -1.7	-0.2	9.5	0.5	52.9*	-7.0	69.7*	6.4	27.1
- CCOc1ccccc1OCCCCCc1c(C)n[nH]c1C
 : 42.1	-1.0	4.9	0.3	-2.2	19.8	19.7	-0.8	88.8*
- COC(=O)CNC(=O)C(Cc1c[nH]c2ccccc12)NC(=O)OC(C)(C)C (centres undefined)
 : -2.8	0.5	-1.8	-1.8	-11.9	13.4	-1.8	8.7	11.2
- Cc1ccc(C(=O)Nc2ccc3c(c2)ncn3C)cc1
 : 2.4	-0.3	4.6	-1.3	38.0	17.6	52.0*	3.2	nt
- CC1(C)C2CCC1(CS(=O)(=O)N1CCCc3ccccc31)C(=O)C2 (centres undefined)
 : 12.9	0.3	0.5	-0.4	-8.8	-11.4	-17.7	7.8	-6.3
- Cc1c(C(=O)Nc2cccc(Cl)c2)oc2ccc(S(=O)(=O)N3CCC4(CC3)OCCO4)cc12
 : 27.8	-0.8	11.9	nt	-6.9	-12.8	-8.9	7.4	nt
- Cc1ccc(N(C(=O)C2CCCC2)C2C=CS(=O)(=O)C2)cc1C (centres undefined)
 : -10.9	0.0	-6.3	0.1	-6.5	-9.7	14.8	2.9	-10.3
- COc1ccc(C2NC(=O)CS2)cc1OC (centres undefined)
 : -8.6	-0.8	3.3	-0.4	5.8	-4.7	-5.3	5.7	5.3
- Cc1nc(NC(=O)CSc2nc3cccnc3n2C2CCCCC2)sc1C
 : 25.5	-0.6	9.7	-0.7	-12.5	1.5	-12.9	-11.4	-5.8
- O=C(CN1C(=O)NC2(CCCCCCC2)C1=O)N1CCOCC1
 : -20.2	0.1	-5.0	0.4	-8.2	-11.0	-4.9	38.6*	-2.0
- Cc1cc(=O)n2nc(N3CCC(C(=O)NCCc4ccccc4)CC3)sc2n1
 : -11.6	-0.2	1.7	-0.4	18.3	6.8	16.2	8.1	2.0
- Cn1c(C(=O)O)c(CC(=O)Nc2ccccc2F)c2ccccc21
 : 11.4	0.4	20.8	-0.7	-5.5	9.6	-17.1	12.6	4.4
- COc1ccc(-c2nnc(SCC(=O)N3CCCC(C)C3)o2)c(OC)c1 (centres undefined)
 : 4.4	0.8	3.3	-0.3	2.5	-10.0	-2.0	4.0	0.2
- CN(C(=O)c1ccccc1)c1nc2ccccc2s1
 : 0.7	0.3	19.4	-1.7	27.8	-5.2	12.1	14.4	16.8
- COC(=O)C1=C(CSc2nncn2C)NC(=O)NC1c1cc(C)ccc1C (centres undefined)
 : -4.8	0.3	13.4	-0.7	-1.5	-5.0	29.6	10.7	nt
- COC(=O)c1nnc(-c2ccccc2)c(-c2ccccc2)n1
 : -13.4	-0.1	-10.8	nt	-7.4	8.1	-3.0	0.8	nt
- COc1ccc(OC)c(S(=O)(=O)N2CCC(C(=O)NCCc3ccc(OC)c(OC)c3)CC2)c1
 : -9.7	0.0	-5.8	-0.4	12.3	-1.7	-9.2	-1.4	-22.0
- Cc1onc(-c2c(F)cccc2Cl)c1C(=O)N1CCCc2ccccc21
 : 22.3	-0.5	10.2	nt	-8.6	13.8	-9.4	nt	nt
- CN1C(=O)NC(NC(=O)C2CCCCC2)(C(F)(F)F)C1=O (centres undefined)
 : -11.0	0.4	1.0	0.7	5.1	-11.2	-13.9	9.0	-23.9
- Cc1ccc(-n2nnnc2SCC(=O)Nc2ccccc2N2CCCCC2)cc1C
 : 19.5	0.0	-4.2	-0.9	-12.3	36.2	-10.3	-2.1	25.9
- CCOC(=O)c1ccc(NC2OC(=O)c3ccccc32)cc1 (centres undefined)
 : -15.0	-0.8	-2.7	-0.6	-2.0	-3.1	7.6	4.1	-13.3
- O=C(Nc1n[nH]c(C2CCCCC2)n1)C1CCCCC1
 : -1.3	-0.7	10.9	0.3	12.3	2.6	17.0	14.5	-3.5
- O=C1NC(c2ccccn2)Nc2sc3c(c21)CCC3 (centres undefined)
 : 57.8	0.5	-12.9	-0.8	37.2	-12.8	39.5	12.8	-8.9
- Cc1nnc(SCCn2c(N3CCCC(C)C3)nc3c2c(=O)n(C)c(=O)n3C)s1 (centres undefined)
 : 13.4	-0.8	7.4	-0.8	-23.4	-0.8	-15.4	5.9	-4.4
- CCOC(=O)CC(=O)CSc1nc(-c2cccnc2)cc(C)c1C#N
 : -3.4	-0.3	2.0	-0.8	-2.6	-2.7	-15.2	15.0	-6.2
- CN1C(=O)CS(=O)c2ccc(C(=O)NCCC3=CCCCC3)cc21 (centres undefined)
 : 0.9	0.4	-3.1	-0.9	-22.1	-12.5	12.9	5.5	9.7
- Cc1ccc(-c2nc(-c3ccccn3)no2)cc1
 : 2.5	0.0	3.2	-0.9	-92.2	2.4	-90.1	6.3	nt
- COc1ccc(Cn2nnc(C(=O)Nc3ccc(F)cc3)c2N)cc1
 : 7.9	-0.2	11.1	-1.6	27.9	1.4	40.1	7.1	9.4
- Nc1nnc(CCCCc2cccs2)o1
 : -5.5	0.8	-1.3	-0.9	-6.8	-10.2	-13.6	1.8	-26.6
- CC(=O)Nc1cccc(Oc2nc(C)cc(C)c2C#N)c1
 : 3.4	-0.7	0.1	-1.7	-12.4	6.6	1.7	5.0	-11.3
- Cn1cnnc1SCC(=O)Nc1sc2c(c1C(N)=O)CCC2
 : 2.0	1.4	-4.3	4.2	-9.9	-17.5	-0.7	4.5	-43.5
- CCOC(=O)C1=C(C(C)=O)C(c2cccnc2)C(C#N)=C(N)O1 (centres undefined)
 : 0.3	0.3	5.5	-1.4	-10.2	nt	-10.9	26.1	1.8
- COc1cccc(S(=O)(=O)Nc2cccnc2)c1
 : -6.0	0.0	-4.3	0.7	-0.8	-15.9	6.9	10.2	-13.1
- O=C(Nc1ccccn1)NC12CC3CC(CC(C3)C1)C2
 : 31.3	-0.1	0.3	-0.4	-8.5	11.3	-7.0	nt	-21.3
- O=C(Nc1ccccc1C(F)(F)F)N1CCC(n2c(=O)[nH]c3ccccc32)CC1
 : 3.8	-0.6	-2.5	0.2	-11.4	0.0	-17.2	13.4	-8.1
- O=C(Nc1cccc2ncccc12)c1cccnc1
 : -6.5	-0.6	-2.5	-1.2	2.5	8.6	-1.6	-3.9	-5.1
- C/C(N)=C(/C#N)C(=O)CSc1nnc(SCc2ccc(Cl)cc2)s1
 : 5.4	0.1	-3.3	-0.4	-3.5	-9.7	-11.2	13.1	60.0*
- O=C(Nc1nc2ccccc2[nH]1)c1ccccc1F
 : -3.7	-0.1	5.8	-1.0	-83.6	2.1	-86.5	16.5	-0.2
- Cc1cc(C)n(CC(O)CN2C(=O)NC(C)(C)C2=O)n1 (centres undefined)
 : -4.8	0.9	-10.0	nt	-7.6	9.1	0.2	-10.6	nt
- CC(=O)N1C(=O)C(=C2C=C(C)OC(C)=C2)c2ccccc21
 : 7.2	0.5	-7.8	-1.4	-8.8	17.7	1.9	-16.8	23.4
- Cc1noc(NS(=O)(=O)c2ccc(NC(=O)CSc3ncccn3)cc2)c1C
 : -7.8	0.4	5.2	-0.5	-2.2	-3.2	2.9	26.6	-5.8
- O=C(CN1CCN(CC(=O)Nc2ccccn2)CC1)Nc1ccccn1
 : -12.4	0.0	9.3	-0.2	-7.8	0.7	-12.3	-2.4	-5.3

Later entries.
Below each SMILES – Ecoli tolC	HTR1E agonist	HTR1E antagonist	S1P3 agonist	SF1 activator	5-HT1A blocker	RORA act	AP ELISA ortho	S1P1 ag-PAM
- O=C(NCC1CCCO1)C(C(=O)c1ccccc1)n1ccccc1=O (centres undefined)
 : 4.1	0.2	0.9	-1.2	-13.5	-9.8	-25.1	14.6	10.7
- CCCC(=O)Nc1ccc(-c2nc3cc(C)c(C)cc3o2)c(O)c1
 : 13.8	0.3	-7.4	-1.0	38.9	-9.4	-0.5	10.2	38.4
- COC(=O)c1c(N=CN(C)C)c(C#N)c2n1CCCC2
 : -13.5	-0.5	-7.7	-0.1	-3.0	1.9	-15.4	-0.2	-2.0
- Cn1c(=O)n(CCN2CCOCC2)c(=O)c2c1nc1n2CCN1c1ccccc1
 : -28.1	0.8	4.4	-1.0	-4.8	9.2	11.9	-17.4	3.7
- O=C(CN1CCN(Cc2ccc3c(c2)OCO3)CC1)Nc1ccc2c(c1)OCCO2
 : -14.4	-0.7	0.2	-0.2	-21.0	-6.4	-12.7	-0.5	-12.6
- CN1CCN(C(=O)c2ccccc2N(Cc2ccccc2)S(C)(=O)=O)CC1
 : -5.4	0.3	-5.8	nt	-12.4	-3.3	-8.6	-9.9	nt
- COC(=O)c1ccccc1NC(=O)C1CC(=O)N(c2ccc(F)cc2)C1 (centres undefined)
 : 7.1	-0.7	0.3	-0.8	10.7	12.9	-9.6	6.4	-5.7
- Cc1ccccc1NC(=O)CCN1CCN(Cc2ccccc2)CC1
 : -9.7	-0.3	-2.8	-1.1	2.9	-6.6	-16.8	-1.9	nt
